Source: PubChem
All columns: NCI-60 one-dose screen, growth in % after 48 h at 10 µM unless noted; 100 = growth as untreated, 0 = no growth, -100 = all killed.
OVCAR-5: OVCAR-5 ovarian cancer | actives 2.9% (n = 82,000)
SK-OV-3: SK-OV-3 ovarian cancer cells; actives 3.2% (n = 80,000); AID 1794785
IGROV1: IGROV1 ovarian cancer. actives 4.7% (n = 79,000). AID 1794786
OVCAR-8: OVCAR-8 ovarian cancer. actives 4.4% (n = 81,000)
OVCAR-4: OVCAR-4 ovarian cancer cells; actives 3.7% (n = 80,000)
PC-3: PC-3 prostate cancer cells. actives 3.9% (n = 80,000)
OVCAR-3: OVCAR-3 ovarian cancer; actives 7% (n = 79,000); AID 1794787
DU-145: DU-145 prostate cancer. actives 4.2% (n = 81,000)
An asterisk follows results filed as active; x = not tested or not shown; & = joins results of further samples. How the source made its calls: active means growth percent below 10; inactive means the rest.

SMILES	OVCAR-5	SK-OV-3	IGROV1	OVCAR-8	OVCAR-4	PC-3	OVCAR-3	DU-145
C=C(C)[C@@H]1CC[C@]2(C(=O)OC)CC[C@]3(C)[C@H](CC[C@@H]4[C@@]5(C)C/C(=C/c6ccc(Br)cc6)C(=O)C(C)(C)[C@@H]5CC[C@]43C)[C@@H]12	101	101	104	100	98	97	112	106
CSc1nc(N)nc2c1ncn2Cc1ccccc1	97	111	109	101	106	89	120	127
N#C/C(=C1\SC(=O)CN1c1ccccc1)c1nc2ccccc2s1	103	99	x	95	x	92	87	100
NC(CC(=O)c1ccccc1)C(=O)O (stereo unspecified)	116	116	115	87	108	70	112	106
CCCCCCCCCCCCCCCC(=O)NCCOC(C)=O	103	105	101	96	108	95	109	111
Clc1ccc(-c2nnc(COc3ccc(C4=NNC(c5ccco5)C4)cc3)o2)cc1 (stereo unspecified)	95	98	85	97	77	81	91	95
CNCCn1c2ccccc2c2nc3cc(C)c(C)cc3nc21	100	x	39	81	70	76	79	94
O=C(O)[C@@H]1CCCC[C@H]1Cl	106	108	x	107	108	100	105	105
Cc1ccc(-c2ccnc3c(N=Nc4ccc(S(N)(=O)=O)cc4)c(N)nn23)cc1	112	93	99	101	100	97	106	101
O=c1c2cnn(-c3ccccc3)c2nc2n1NC(CCl)=NN2	108	110	116	98	117	110	112	110
CCOC(=O)NC(=O)CSc1n[nH]c(-c2ccc(CC)cc2)n1	94	89	81	100	90	96	101	101
COC(=O)Nc1ccc(C)c(NC(=O)OC)c1	103	102	89	110	x	101	105	108
CCOC(=O)c1cc2c(n1C)-c1nc(OC)c(S(=O)(=O)c3ccccc3)cc1CCC2	93	92	102	82	98	61	100	97
CCC(CCCCc1ccccc1)(C(=O)O)C(=O)O	104	101	104	109	106	99	105	x
CC(=O)N/N=C/c1ccc2c(c1)CCC2	95	103	116	105	114	104	108	117
Clc1ccc(CN2COc3c(ccc4cccnc34)C2)cc1Cl	6.0*	13	x	-24*	12	28	-1.2*	6.3*
COc1ccc(-c2cn(Cc3cc4ccccc4s3)nn2)cc1OCCN1CCCCC1	81	93	81	83	68	68	75	86
Oc1ccc(CSc2nnc(-c3ccc(Oc4ccccc4)cc3)o2)c2cccnc12	48	22	26	24	-36*	20	-29*	46
CCN(CC)CCCN1C(=O)c2c(c(C)c3c(oc4cc(O)ccc43)c2C)C1=O	-77*	105	-74*	-39*	-50*	-68*	118	-62*
CCN1CCN(C(=O)[C@]23CC[C@@H](C)[C@H](C)[C@H]2C2=CC[C@@H]4[C@@]5(C)C/C(=C/c6ccc(C(F)(F)F)cc6)C(=O)C(C)(C)[C@@H]5CC[C@@]4(C)[C@]2(C)CC3)CC1	103	113	107	100	100	82	105	100
CN1C2CCC1CN(c1cnc(C(=O)Nc3cc(F)cc4cccnc34)cn1)C2	70	82	6.3*	54	8.7*	15	20	75
Cc1ccc2oc(=O)cc(CSc3nnc(SCc4cc(=O)oc5ccc(C)cc45)s3)c2c1	96	104	96	100	103	97	97	106
COc1ccc(S(=O)(=O)N2CCN(c3nccc(-c4c(-c5cccc(F)c5)nc5sccn45)n3)CC2)cc1	113	146	73	88	67	83	103	75
NS(=O)(=O)c1ccc(C(=O)N/N=C(/CS(=O)(=O)c2ccccc2)c2cc3ccccc3oc2=O)cc1	88	x	95	98	x	111	108	110
COC(=O)C1(C)CCCC2(C)C3CCC(C(C)C)C(CO)C3C(CO)CC12 (stereo unspecified)	105	99	113	81	94	75	96	113
COc1ccc(O)c(-c2cc(-c3ccccc3)c(C#N)c(=O)[nH]2)c1	124	93	99	96	97	78	96	102
Cc1ccc(NC(=S)/N=c2/n(-c3ccccc3)nc3n2CCN3C2=NCCN2)cc1	98	114	120	105	x	86	129	111
Clc1ccc(N=Cc2ccccc2)cn1	105	103	99	109	108	92	106	106
COc1ccc(C2=NN(c3cc(Cl)cc(Cl)c3)C(c3sc(N(C)Cc4ccccc4)nc3Cl)C2)cc1 (stereo unspecified)	112	102	103	103	89	104	106	105
O=C1CCC2=C3C4CCCCC4C(=O)C4CCCC(OC2C1)C34 (stereo unspecified)	108	78	-2.8*	6.2*	22	47	-29*	0.5*
O=[N+]([O-])c1ccc(/C=C/C2(CCl)OCCO2)cc1	111	103	x	82	102	96	112	114
C[C@H]1O[C@@H](c2ccc3c(c2O)C(=O)C2=C(C3=O)[C@@]3(O)C(=O)C[C@](C)(O)C[C@@]3(O)C=C2)C[C@@H](O)[C@H]1O	105	109	98	100	88	94	111	109
CCOC(=O)c1cc(-c2nc3ccccc3s2)c(=O)n(NS(=O)(=O)c2ccc(C)cc2)c1N	105	100	98	98	101	101	105	112
Nc1ccc(CSc2ccccc2)cc1	99	105	79	94	120	106	102	119
Cc1nn(-c2ccccc2)c2nc(N)c(C3=NCCO3)nc12	93	94	94	96	x	81	114	114
COC(=O)C1CC(O)C(O)C(O)C1 (stereo unspecified)	107	109	105	113	154	115	110	106
c1cnc2nc3c(cc2c1)oc1ncccc13	100	109	96	102	100	97	123	112
CCOC(=O)C1=C(N)N(c2ccccc2)C2=C(C(=O)CC(C)(C)C2)C1c1ccccn1 (stereo unspecified)	105	112	107	102	109	96	118	117
Nc1nc(=S)ss1	114	101	133	104	106	91	116	116
COC(=O)c1sc(-c2ccccc2)cc1O	105	103	106	102	102	99	105	108

Among those listed so far, these contain a furan ring, fused or not:
SMILES	OVCAR-5	SK-OV-3	IGROV1	OVCAR-8	OVCAR-4	PC-3	OVCAR-3	DU-145
Clc1ccc(-c2nnc(COc3ccc(C4=NNC(c5ccco5)C4)cc3)o2)cc1 (stereo unspecified)	95	98	85	97	77	81	91	95
CCN(CC)CCCN1C(=O)c2c(c(C)c3c(oc4cc(O)ccc43)c2C)C1=O	-77*	105	-74*	-39*	-50*	-68*	118	-62*
c1cnc2nc3c(cc2c1)oc1ncccc13	100	109	96	102	100	97	123	112

Carrying on.
SMILES	OVCAR-5	SK-OV-3	IGROV1	OVCAR-8	OVCAR-4	PC-3	OVCAR-3	DU-145
C[C@H](O)[C@H]1CC[C@H]2[C@@H]3CC[C@@H]4C[C@H](O)CC[C@]4(C)[C@H]3CC[C@]12C	116	107	93	98	92	88	111	111
O=c1[nH]c2cc([N+](=O)[O-])cc(Cl)c2c2ccccc12	85	95	95	80	x	83	99	122
CC(=O)n1cc(C=O)c2ccccc21	104	116	112	87	x	94	104	104
C[N+](C)(C)CCOC(=O)C1CCC[N+](C)(Cc2ccccc2Cl)C1 (stereo unspecified)	98	139	98	122	108	91	103	103
S=C1SCCN1Cc1ccccc1	100&96	109&103	111&109	95&103	101&105	99&96	105&110	108&110
Cc1cccc2c3c(sc12)C(c1ccc(Cl)cc1)c1c(nc(-c2ccc(Cl)cc2)[nH]c1=O)O3 (stereo unspecified)	99	84	73	96	94	83	103	108
N#CC1(NO)CCCCC1	104	102	99	100	111	100	106	113
C=C(C)[C@@H]1CC[C@]2(COP(=O)(OCC)OCC)CC[C@]3(C)[C@H](CC[C@@H]4[C@@]5(C)CC[C@H](OP(=O)(OCC)OCC)C(C)(C)[C@@H]5CC[C@]43C)[C@@H]12	84	77	75	41	65	23	x	70
O=C1c2ccccc2-c2c1c1cnccc1c(=O)n2C[C@H](O)CO	113	91	80	88	88	x	97	99
O=C1NC(=O)C(c2ccccc2)(c2ccccc2)N1Cc1cn(-c2c3ccccc3nc3ccccc23)nn1	103	84	83	x	81	78	87	91

One compound at a time, as listed above.
Listed for `CCOC(=O)NC(=O)CSc1n[nH]c(-c2ccc(CC)cc2)n1` : OVCAR-5 = 94; SK-OV-3 = 89; IGROV1 = 81; OVCAR-8 = 100; OVCAR-4 = 90; PC-3 = 96; OVCAR-3 = 101; DU-145 = 101
Listed for `NS(=O)(=O)c1ccc(C(=O)N/N=C(/CS(=O)(=O)c2ccccc2)c2cc3ccccc3oc2=O)cc1` : OVCAR-5 = 88; SK-OV-3 = x; IGROV1 = 95; OVCAR-8 = 98; OVCAR-4 = x; PC-3 = 111; OVCAR-3 = 108; DU-145 = 110

(list continues)
SMILES	OVCAR-5	SK-OV-3	IGROV1	OVCAR-8	OVCAR-4	PC-3	OVCAR-3	DU-145
C/C(=N/N)c1nnn(-c2ccc(F)cc2)c1C	102	106	98	104	112	92	x	111
Cc1nc2nc3c(c(C)nn3-c3ccccc3)c(-c3ccc(Cl)cc3)c2c(=O)[nH]1	98	109	101	99	101	87	119	113
O=[N+]([O-])c1cccc(C2NC(N3CCOCC3)=C(N3CCOCC3)c3c2sc2c(F)cccc32)c1 (stereo unspecified)	98	98	76	98	97	96	100	107
Cc1nn(-c2ccccc2)c(Cl)c1/C=C(/NC(=O)c1ccccc1)c1nc2ccccc2[nH]1	101	95	97	102	106	78	120	117
CC1(C)CC(=O)C(CC2C(=O)CC(C)(C)CC2=O)C(=O)C1	87&101	97&100	104&107	99&101	104&110	94&111	102&110	108&106
CSc1nn(-c2ccccc2)c2ncnc(NCc3ccccc3)c12	121	97	103	102	98	96	108	104
C=CCOC(=O)Cc1cccc2ccccc12	99	107	109	94	115	94	99	102
FC(F)(F)c1cc(Nc2ccc3c(OCCCN4CCOCC4)cccc3n2)ccc1Cl	50	78	48	76	55	33	61	56
O=C([C@@H]1C[C@@H]1c1ccc(S(F)(F)(F)(F)F)cc1)N1CCN(c2cc(Cl)ccc2C(F)(F)F)CC1	86	84	67	82	90	49	95	93
CCOc1ccc(OCC)c(NC(=O)OC(C)C)c1	103	105	107	96	115	99	101	103

Reprinted at random: two compounds from above
SMILES	OVCAR-5	SK-OV-3	IGROV1	OVCAR-8	OVCAR-4	PC-3	OVCAR-3	DU-145
O=[N+]([O-])c1ccc(/C=C/C2(CCl)OCCO2)cc1	111	103	x	82	102	96	112	114
Cc1nn(-c2ccccc2)c(Cl)c1/C=C(/NC(=O)c1ccccc1)c1nc2ccccc2[nH]1	101	95	97	102	106	78	120	117

Continued:
SMILES	OVCAR-5	SK-OV-3	IGROV1	OVCAR-8	OVCAR-4	PC-3	OVCAR-3	DU-145
CCC(CC)(Cc1ccccc1)C(=O)O	105	104	x	107	108	97	109	105
O=c1cc(-c2ccccc2)nc2cc(-c3ccco3)[nH]n12	116	90	70	101	91	79	94	115
COC(=O)[C@@]1(C)CC[C@]2(C)CC[C@]3(C)C4=CC=C5C(=CC(=O)C(O)=C5C)[C@]4(C)[C@@H](O)C[C@@]3(C)[C@@H]2C1	67	82	-47*	4.5*	34	29	-17*	21
COc1cccc(C(=O)Nc2cccc(-c3cn(-c4ccc(S(N)(=O)=O)cc4)nn3)c2)c1	119	90	106	97	94	109	126	113
CCOC(=O)c1nnn(-c2ccn(C)n2)c1C	111	101	107	101	95	101	105	102
COC1=CC(c2ccc[nH]2)=N/C1=C\c1[nH]c(C)c(C(=O)CCCCCCCCC(=O)Oc2ccc3c(c2)CCC2C3CC[C@]3(C)C(=O)CC[C@@H]23)c1C (stereo partly specified)	120	111	98	106	103	100	107	99
NS(=O)(=O)c1ccc(C(=O)NNCCC(=O)c2ccc3ccccc3c2)cc1	100	x	103	99	94	96	104	104
COc1cc(OC)nc(NS(=O)(=O)c2ccc(NC(=O)c3ccc4ccccc4n3)cc2)n1	108	92	x	76	104	90	111	119
Cc1ccc(N(Cc2ccc(Cl)cc2)C2OC(=O)c3ccccc32)cc1 (stereo unspecified)	110	95	94	110	109	96	108	114
Nc1cc(Cl)ccc1N1C(=O)C=CC1=O	109	91	103	99	96	80	110	112
COc1ccc(CSc2nc3ccc(C)cc3c(=O)n2-c2ccc(OC)cc2OC)cc1	99	111	115	103	93	91	107	103
CCCCCCCCCCCCNC(=S)NCCCCCCCCCCCC	106	110	114	104	106	95	x	111
CC(N)C(=O)OC(C)(C)Cc1ccc(Cl)cc1 (stereo unspecified)	92	95	96	106	111	88	117	112
C[C@H](Nc1nc(NCCc2ccccc2)nc2ccccc12)c1ccccc1	-92*	-89*	-85*	-79*	-31*	-54*	-70*	-86*
CC(C)(COS(=O)(=O)Cc1ccccc1)COS(=O)(=O)Cc1ccccc1	100	99	95	100	98	88	103	109
O=C(Nc1ccc2c(c1)OCCO2)C(=O)c1c[nH]c2ccccc12	45	13	44	54	51	29	-45*	7.4*
O=c1[nH]cnc2c1cnn2-c1ccccc1	100	99	108	102	117	94	109	108
Cc1cc(Cl)ccc1Nc1nc(C(F)(F)F)ccc1C(=O)N/N=C/c1ccc(F)cc1	19	21	9.0*	23	5.7*	x	9.8*	35
COc1cc2cc3c(nc2cc1OC)CCN3Cc1ccc(NC(=O)c2ccc(F)cc2C)cc1	109	90	85	x	90	81	98	108
CC(=O)CCC(C#N)(C#N)C(C#N)(C#N)CCC(C)=O	104	106	98	96	107	90	114	105
COc1cccc(/C=C/c2nc3c(cnn3-c3ccccc3)c(=O)[nH]2)c1	82	94	62	88	62	84	111	76
CN1CCN(C(=O)c2ccc3cc(CCNc4ncnc5ccc(C#N)cc45)ccc3c2)CC1	94	79	62	61	73	72	85	95
COc1ccc(C(C#N)c2ccc(OC)c(OC)c2)cc1 (stereo unspecified)	98	104	98	98	88	88	101	105
O=C(CSC(=S)n1cnc2ccccc21)NC(=O)c1ccccc1	99	107	108	114	98	105	96	106
Cc1nn(-c2ccc(Cl)cc2)c2c1C(c1ccc(Br)cc1)C(C#N)=C(N)O2 (stereo unspecified)	99	101	99	100	112	92	106	109
Cc1ccc(NCCN2CCCCC2)c2c(=O)c3ccccc3sc12	43	x	x	29	57	38	59	37
CC(C)=C[C@H](O)[C@@H](O)[C@@H](CO)[C@H]1CC[C@@]2(C)[C@@H]3CC[C@H]4C(C)(C)[C@@H](O)CC[C@@]45C[C@@]35CC[C@]12C	106	86	113	102	96	76	102	104
Nc1cc(Cl)cc2c1-c1ccc(Cl)cc1C2O (stereo unspecified)	114	111	111	98	x	98	112	97
Cn1cc(-c2nc(-c3cn(C)c4c(Cl)nccc34)cs2)c2ccccc21	123	103	93	91	89	65	95	76
CC1=NCCN1CCc1ccccc1	107	110	110	96	114	95	106	109
